High-throughput results deposited in PubChem BioAssay by several laboratories.
Dynein transport = inhibitors of GR-EGFP nuclear translocation, primary screen, dynein cargo transport inhibitor project, imaging, high-content, 3617.4 mouse cells. test concentration mostly 20 µM; stimulated with dexamethasone, 1 µM; stronger effect = lower value. z-score, hits read low. 220,000 tested, 0.47% active. AID 1381, 2008;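 active = plate z-score of nuclear minus cytoplasmic receptor signal below a set negative limit, without overly bright fluorescence or cell loss, cut at about -3.5 in these data, passing the limit was not always enough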;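 note: z-score of nuclear minus cytoplasmic ring GR-EGFP intensity difference per well; some compounds called inactive have numbers as strong as hits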
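Also added – dexamethasone, 1.0 µM final · Buffer or medium – tet-free, stripped-serum medium · Schedule – induction 48 h, compound 1 h, agonist 30 min · Detection – formaldehyde fixation, Hoechst nuclear stain, 10x automated fluorescence imaging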
T cell modulator = modulators of CD8 T cell-vesicle binding, primary screen, mouse 2C CD8+ T cells, flow cytometry. 330,000 tested, 0.068% active. calls only at 7 µM. 2C CD8+ T cell-vesicle binding; stronger effect = lower value;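 active = response, share of CD8 T cells binding vesicles, and their 90th percentile fluorescence all below set limits, cut at about 80% in these data, passing the limit was not always enough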
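Benchmarks: naked versus QL9-loaded vesicles / Assay system: purified 2C TCR transgenic mouse naive CD8+ T cells / Technique: high-throughput flow cytometry with anti-B7-1 and anti-CD8 staining / Timing: Cell–vesicle co-incubation 1.5 h at 37 °C, staining 20 min on ice / Read-out: percent CD8+ FL2 mean versus row control / Probe or stimulus: QL9-loaded Drosophila micro-vesicles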
Ins promoter up = insulin promoter activators in MIN6 cells, imaging, high-content screening, mouse beta cells | MIN6 insulin promoter-GFP reporter; stronger effect = higher value | z-score at 5 µM | 190,000 tested, 0.3% active;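 active = z-score above 3 at 5 µM with at least 500 cells counted in the well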
Lipid droplet = inhibitors of hepatocyte lipid droplet formation, primary screen, imaging, high-throughput imaging, BODIPY stain | inhibition, % at 6.5 µM | AID 1656, 2009 | AML12 mouse hepatocytes, oleate lipid droplets | 240,000 tested, 0.4% active;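 active = lipid droplet intensity inhibited by at least 50%, with more than 500 cells counted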
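Material – AML12 mouse liver cells · Also added – oleate loading, 100 µM · Compound dosing – 6.5 µM single-point dosing · Times – overnight treatment with compound plus oleate · Measured by – fluorescence imaging, 20x objective, two fields per well · Read-out – percent inhibition of filter-corrected integrated lipid droplet intensity per well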
b-catenin transl = modulators of beta-catenin nuclear translocation, primary screen, imaging, HeLa cells, immunofluorescence, high-content; nuclear translocation activity, % at 5 µM; 190,000 tested, 0.3% active; AID 1665, 2009;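 active = nuclear translocation activity above 50% at 5 µM, with a well cell count of 50 or more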;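 note: per-cell ratio of nuclear to cytoplasmic median beta-catenin stain intensity; plate controls were DMSO negative control for no effect and GSK-3 inhibitor IX positive control for full effect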
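Test system: human HeLa cell line; Doses: 5 µM primary, 0.02–20 µM confirmation; Incubation: 24 h compound exposure, 37°C; Detection: beta-catenin immunofluorescence imaging with DAPI; Read-out: beta-catenin nuclear/cytoplasmic ratio, % activation.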
MT stabilize HCS = microtubule stabilizers in HeLa cells, primary screen, imaging, high-content imaging | HeLa tubulin immunostaining HCS, 24 h; share of cells brighter than vehicle mean+2SD | % tubulin-high responders, % at 10 µM | 200,000 tested, 0.83% active;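 active = plate Z-score above 3 for both tubulin-high and condensed-nucleus cell shares, with cell loss under 80%, at 10 µM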;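 note: anti alpha tubulin signal scored within the nucleus-defined area of each cell; some results filed as inactive read as strong as hits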
CSM14.1 death rescue = rescue of cells from ER stress-induced death, primary screen, 384-well, CSM14.1, thapsigargin, ATP luminescence (AID 1222); CSM14.1 thapsigargin-induced death rescue, ATP luminescence; higher % means a stronger effect; 190,000 tested, under 10 active; one-dose cellular ATP content (survival), % at 20 µM; EC50 in µM for titrated hits;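 active = EC50 below 50 µM in the dose-response confirmation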;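 note: death triggered by thapsigargin at about 15 µM added after 2 h compound pretreatment; cell ATP read after overnight thapsigargin exposure of roughly 18 to 22 hours; normalized against plate controls of thapsigargin alone and 5% DMSO vehicle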
Autophagy HCS = autophagy modulators in MEF cells, primary screen, imaging, high-content, MEF GFP-LC3; MEF GFP-LC3 puncta imaging; test concentration mostly 10 µM; calls only at 10 µM (by protocol); 190,000 tested, 0.98% active; AID 463193, 2010;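 active = percentage of spot-positive cells more than 3 SD above its plate mean, without a fluorescence outlier flag or 80% toxicity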;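 note: spot-positive cell cutoff set from DMSO-treated cells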
PhoP inhibition = inhibitors of PhoP regulon expression, primary screen, Salmonella Typhimurium, GFP reporter (AID 1863) | S. Typhimurium PhoP-regulated promoter GFP reporter, 4 h; higher % means a stronger effect | one-dose inhibition, % at 50 µM; IC50 in µM for titrated hits | 300,000 tested, 0.16% active;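 active = inhibition over 29.93%, a cutoff 3 SD above the screen mean, later confirmed by dose response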;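 note: 0% = low Mg2+ inducing control and 100% = high Mg2+ repressing control; strong numbers were not always called active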
Dynein transport cytoplasmic EGFP = also measured in Dynein transport; calls as there; z-score; measured here: cytoplasmic GR-EGFP intensity; stronger effect = higher value
Dynein transport nuclear GR-EGFP = second read-out of Dynein transport, no call of its own (marks repeat the call); z-score; measured here: nuclear GR-EGFP intensity;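 lower value marks the stronger effect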
Dynein transport cell count = further read-out of Dynein transport, marked with its call; z-score; measured here: cell count per field
Ins promoter up cell count = also measured in Ins promoter up; calls as there; cell count; measured here: cytotoxicity, nuclei count;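 total cells summed across four imaged fields per well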
Lipid droplet cells 6.5 µM = also measured in Lipid droplet; calls as there; cell count; measured here: cell count, cytotoxicity flag;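 cells counted across two imaged fields per well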
b-catenin transl cell count 5 µM = recorded beside b-catenin transl, whose call it bears; cell count; measured here: cell count, cytotoxicity flag
T cell modulator vesicle-bound % = second read-out of T cell modulator, no call of its own (marks repeat the call); double positive events, %; measured here: CD8+ vesicle-bound cell fraction;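 binding gate set so that unloaded-vesicle control wells show 10% double positive cells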
MT stabilize HCS Hoechst-high % = also measured in MT stabilize HCS; calls as there; % Hoechst-high responders; measured here: nuclear condensation Hoechst responders;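 share of cells brighter than vehicle mean plus two SD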
MT stabilize HCS cytotoxicity % = recorded beside MT stabilize HCS, whose call it bears; toxicity, %; measured here: cytotoxicity by cell density;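 0% = mean cell density of plate MIN control wells and 100% = no cells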
Autophagy HCS cell loss 18 h = recorded beside Autophagy HCS, whose call it bears; toxicity, %; measured here: cell loss, nuclei count;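 cell loss after 18 h compound exposure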
* marks the source's active call; other numbers are inactive results.

`Cc1ccc(/C=C/C(=O)c2nc3ccccc3[nH]2)cc1` gave Dynein transport -0.101, T cell modulator inactive, Ins promoter up 0.81, b-catenin transl 0.2, MT stabilize HCS 5.0, CSM14.1 death rescue -2.3%, Autophagy HCS inactive, PhoP inhibition -3.9%, Dynein transport cytoplasmic EGFP -0.176, Dynein transport nuclear GR-EGFP 0.472, Dynein transport cell count -0.261, Ins promoter up cell count 1564, b-catenin transl cell count 5 µM 1330, T cell modulator vesicle-bound % 30.9, MT stabilize HCS Hoechst-high % 2.2, MT stabilize HCS cytotoxicity % 10.0 and Autophagy HCS cell loss 18 h -29.4.
For O=c1[nH]c2cc(Cl)ccc2n1-c1ccccc1 the results were Dynein transport -1.02, T cell modulator inactive, Ins promoter up 0.89, b-catenin transl 1.4, MT stabilize HCS 3.0, CSM14.1 death rescue -0.4%, Autophagy HCS inactive, PhoP inhibition 5.5%, Dynein transport cytoplasmic EGFP -0.328, Dynein transport nuclear GR-EGFP -0.407, Dynein transport cell count 0.115, Ins promoter up cell count 1462, b-catenin transl cell count 5 µM 1368, T cell modulator vesicle-bound % 41.7, MT stabilize HCS Hoechst-high % 1.8, MT stabilize HCS cytotoxicity % 4.1 and Autophagy HCS cell loss 18 h 8.3.
O=C(CSc1nnc(-c2ccccc2)n1-c1ccc(Cl)cc1)N/N=C/c1ccccc1C(=O)O was read as Dynein transport -0.685, T cell modulator inactive, Lipid droplet 8.9, b-catenin transl 1.1, PhoP inhibition -1.5%, Dynein transport cytoplasmic EGFP -0.263, Dynein transport nuclear GR-EGFP 0.0576, Dynein transport cell count 1.17, Lipid droplet cells 6.5 µM 610, b-catenin transl cell count 5 µM 1339 and T cell modulator vesicle-bound % 27.2.
Cc1sc2nc(C)n(/N=C/N(C)C)c(=O)c2c1C was read as Dynein transport -0.499, T cell modulator inactive, Ins promoter up 1.13, Lipid droplet -0.4, b-catenin transl -2.9, PhoP inhibition -0.3%, Dynein transport cytoplasmic EGFP -0.768, Dynein transport nuclear GR-EGFP -0.527, Dynein transport cell count 0.142, Ins promoter up cell count 801, Lipid droplet cells 6.5 µM 610, b-catenin transl cell count 5 µM 1413 and T cell modulator vesicle-bound % 54.7.
For CC1=NN(c2ccc(Cl)cc2)C(=O)C1 the results were Dynein transport 0.454, T cell modulator inactive, Ins promoter up -0.86, Lipid droplet -1.3, b-catenin transl 1.1, MT stabilize HCS 4.3, CSM14.1 death rescue 0.6%, Autophagy HCS inactive, PhoP inhibition 6.4%, Dynein transport cytoplasmic EGFP -0.265, Dynein transport nuclear GR-EGFP 0.0369, Dynein transport cell count -0.326, Ins promoter up cell count 1274, Lipid droplet cells 6.5 µM 691, b-catenin transl cell count 5 µM 1092, T cell modulator vesicle-bound % 30.3, MT stabilize HCS Hoechst-high % 1.8, MT stabilize HCS cytotoxicity % 10.6 and Autophagy HCS cell loss 18 h -0.5.
Screening N/C(COc1ccc(Cl)cc1Cl)=N\O returned Dynein transport 0.632, T cell modulator inactive, Ins promoter up -0.14, Lipid droplet 5.2, b-catenin transl -4.2, PhoP inhibition -7.8%, Dynein transport cytoplasmic EGFP -0.24, Dynein transport nuclear GR-EGFP -0.0388, Dynein transport cell count -0.894, Ins promoter up cell count 1335, Lipid droplet cells 6.5 µM 703, b-catenin transl cell count 5 µM 1160 and T cell modulator vesicle-bound % 11.1.
CC(C)[C@@H]1NC(=O)c2cc([N+](=O)[O-])cc(I)c2NCC[C@@H](C(N)=O)NC(=O)[C@H](CO)NC1=O was read as Dynein transport 0.444, Ins promoter up 0.03, Lipid droplet 8.4, MT stabilize HCS 3.0, CSM14.1 death rescue -3.5%, Autophagy HCS inactive, PhoP inhibition 4.5%, Dynein transport cytoplasmic EGFP -0.254, Dynein transport nuclear GR-EGFP 0.594, Dynein transport cell count -0.0406, Ins promoter up cell count 1221, Lipid droplet cells 6.5 µM 749, MT stabilize HCS Hoechst-high % 1.2, MT stabilize HCS cytotoxicity % 3.0 and Autophagy HCS cell loss 18 h -14.7.
Screening Cc1ccc(S(=O)(=O)NC2=NCN(Cc3cccnc3)CN2)cc1 returned Dynein transport 0.477, T cell modulator inactive, Ins promoter up 0.4, b-catenin transl -5.5, MT stabilize HCS 4.4, CSM14.1 death rescue 0.2%, Autophagy HCS inactive, PhoP inhibition 0.3%, Dynein transport cytoplasmic EGFP -0.0683, Dynein transport nuclear GR-EGFP 0.319, Dynein transport cell count -0.943, Ins promoter up cell count 1272, b-catenin transl cell count 5 µM 904, T cell modulator vesicle-bound % 26.8, MT stabilize HCS Hoechst-high % 3.2, MT stabilize HCS cytotoxicity % 3.5 and Autophagy HCS cell loss 18 h 12.6.
Cc1ccc(N=C2NC(=O)/C(=C/c3cccn3C)S2)cc1C was read as Dynein transport -0.215, T cell modulator inactive, Ins promoter up -0.14, Lipid droplet 1.6, b-catenin transl 0.2, PhoP inhibition -15.9%, Dynein transport cytoplasmic EGFP 0.433, Dynein transport nuclear GR-EGFP 0.119, Dynein transport cell count -0.392, Ins promoter up cell count 1465, Lipid droplet cells 6.5 µM 691, b-catenin transl cell count 5 µM 1278 and T cell modulator vesicle-bound % 45.0.
`CCCOc1cc(C)c(S(=O)(=O)N2CCN(C)CC2)cc1C` gave Dynein transport 1.34, T cell modulator inactive, Ins promoter up 0.23, Lipid droplet -4.5, MT stabilize HCS 2.4, Autophagy HCS inactive, PhoP inhibition -4.2%, Dynein transport cytoplasmic EGFP -0.141, Dynein transport nuclear GR-EGFP 1.07, Dynein transport cell count -1.26, Ins promoter up cell count 1098, Lipid droplet cells 6.5 µM 728, T cell modulator vesicle-bound % 30.8, MT stabilize HCS Hoechst-high % 0.0, MT stabilize HCS cytotoxicity % 19.5 and Autophagy HCS cell loss 18 h 8.1.
O=c1c2ccccc2nc2n1CCN2 was read as Dynein transport -0.469, T cell modulator inactive, Ins promoter up -1.09, Lipid droplet -4.7, b-catenin transl -1.4, MT stabilize HCS 4.8, Autophagy HCS inactive, PhoP inhibition 12.3%, Dynein transport cytoplasmic EGFP -0.255, Dynein transport nuclear GR-EGFP 0.408, Dynein transport cell count 0.798, Ins promoter up cell count 1317, Lipid droplet cells 6.5 µM 721, b-catenin transl cell count 5 µM 1098, T cell modulator vesicle-bound % 7.5, MT stabilize HCS Hoechst-high % 1.7, MT stabilize HCS cytotoxicity % 50.6 and Autophagy HCS cell loss 18 h -0.9.
For CCOC(=O)C1=C(CSc2nc(CC)c(C)cc2C#N)OC(N)=C(C#N)C1c1ccccc1 (stereo unspecified) the results were Dynein transport -1.07, T cell modulator inactive, Ins promoter up -0.72, Lipid droplet 12.4, MT stabilize HCS 1.2, CSM14.1 death rescue 1.0%, Autophagy HCS inactive, PhoP inhibition -1.1%, Dynein transport cytoplasmic EGFP -0.197, Dynein transport nuclear GR-EGFP -0.431, Dynein transport cell count 0.14, Ins promoter up cell count 908, Lipid droplet cells 6.5 µM 794, T cell modulator vesicle-bound % 54.6, MT stabilize HCS Hoechst-high % 1.1, MT stabilize HCS cytotoxicity % 6.0 and Autophagy HCS cell loss 18 h 38.8.
Screening O=[N+]([O-])c1ccc2nc(-c3ccccc3)n(OCc3ccc(Cl)cc3)c2c1 returned Dynein transport 0.0913, T cell modulator inactive, Ins promoter up -0.41, b-catenin transl 1.0, MT stabilize HCS 2.3, CSM14.1 death rescue -0.4%, Autophagy HCS inactive, PhoP inhibition -3.0%, Dynein transport cytoplasmic EGFP -0.181, Dynein transport nuclear GR-EGFP -0.143, Dynein transport cell count 0.465, Ins promoter up cell count 1492, b-catenin transl cell count 5 µM 1415, T cell modulator vesicle-bound % 33.3, MT stabilize HCS Hoechst-high % 1.1, MT stabilize HCS cytotoxicity % 4.6 and Autophagy HCS cell loss 18 h 12.5.
`COc1ccc2[nH]c(C)c(CCN(Cc3cccs3)C(=S)Nc3ccccc3OC)c2c1` gave Dynein transport -0.24, T cell modulator inactive, Ins promoter up -0.75, Lipid droplet -5.2, b-catenin transl -1.0, MT stabilize HCS 1.9, Autophagy HCS inactive, PhoP inhibition -23.0%, Dynein transport cytoplasmic EGFP -0.034, Dynein transport nuclear GR-EGFP -0.0888, Dynein transport cell count -0.643, Ins promoter up cell count 1932, Lipid droplet cells 6.5 µM 516, b-catenin transl cell count 5 µM 1150, T cell modulator vesicle-bound % 49.8, MT stabilize HCS Hoechst-high % 3.3, MT stabilize HCS cytotoxicity % 8.3 and Autophagy HCS cell loss 18 h 16.6.

Hits appear at their usual frequency. Share with any hit: about 3%.
